# Screening results deposited in PubChem BioAssay by several laboratories.
# NR5A2 inv ag = NR5A2 inverse agonism in reporter assay | HEK293T StAR-luciferase reporter, LRH-1 transfected, 24 h | O00482 | inhibition, % at 3.6 µM | hit rate 0.13% among 360,000;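 active = inhibition above the mean inhibition of all tested compounds plus 3 SD, cut at about 73% in these data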;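 note: 0% = DMSO wells and 100% = reporter-only cells lacking LRH-1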
# NCOA1 inh = inhibitors of human steroid receptor coactivator 1 (SRC1); Q15788; HEK293 GAL4-SRC1 luciferase reporter, luminescence; inhibition, % at 3.6 µM; hit rate 0.12% among 360,000; AID 588354;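 active = inhibition above the campaign mean plus 3 SD, with each screening campaign given its own cutoff, cut at about 60% in these data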;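 note: 0% = DMSO treated cells and 100% = gossypol at 36 µM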
# C8 TRAIL sens = caspase-8 TRAIL sensitization. NB7+C8 cells + TRAIL, ATPlite viability luminescence. hit rate 1% among 360,000. inhibition (viability loss, TRAIL sensitization), % at 10 µM. AID 624354;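 active = compounds causing at least 50% loss of cell viability in the single-dose screen, relative to plate controls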
# NR2F2 inh = inhibitors of human COUP-TFII (NR2F2) | P24468 | HEK293T NGFI-A luciferase reporter, luminescence | inhibition, % at 8.6 µM | hit rate 0.7% among 370,000 | AID 686940;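 active = inhibition above a per-plate cutoff, mean inhibition of test wells between control levels plus 3 SD, cut at about 38% in these data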;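 note: cells cotransfected with COUP-TFII expression vector driving the NGFI-A reporter; 0% = median of COUP-TF2 test wells and 100% = reporter-only cells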
# KKLEB cytotox = counter-screen for CF NF-kB inhibitors: cytotoxicity. KKLEB CF airway cells viability, ATPlite luminescence, overnight; hits give low values; cells stimulated with P. aeruginosa culture filtrate. hit rate 0.36% among 360,000. activity change (cytotoxicity), % at 5 µM;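 active = corrected activity change at or below -50% at 5 µM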
# EBV LMP1 NFkB = Epstein-Barr LMP1 NF-kappaB reporter inhibition | inhibition, % at 12.5 µM | hit rate 0.69% among 350,000 | LMP1-induced NF-kappaB luciferase reporter cells, luminescence; in the data active = inhibition above about 41%;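 note: 0% = neutral control wells and 100% = reference inhibitor control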
# SRC3 inh = inhibits human SRC3 coactivator; inhibition, % at 3.6 µM; AID 588352; hit rate 0.17% among 360,000; HEK293 GAL4-SRC3 luciferase reporter, luminescence;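 active = inhibition above a per-campaign cutoff, the mean of all compounds plus 3 SD, cut at about 60% in these data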;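 note: 0% = DMSO-treated cells and 100% = gossypol-treated cells at 36 µM; higher means less SRC3-driven luciferase light from the GAL4 reporter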
# CF NFkB inh = blocks PAF-induced NF-kB reporter in cystic fibrosis cells; inhibition, % at 5 µM; KKLEB NF-kB-GFP reporter, GFP fluorescence overnight; AID 588850; hit rate 0.86% among 360,000;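 active = at least 50% inhibition at 5 µM, scaled per plate between neutral and stimulator controls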;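 note: PAF is a Pseudomonas aeruginosa culture filtrate used as stimulus; plate controls were PAF-stimulated DMSO wells for no effect and unstimulated DMSO wells for full effect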
# SRC2 inh = inhibits human steroid receptor coactivator 2 | Q15596 | HEK293 GAL4-SRC2 luciferase reporter, luminescence | inhibition, % at 9 µM | hit rate 0.17% among 370,000 | AID 651957;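 active = inhibition above the mean inhibition of all tested compounds plus 3 SD, set per campaign, cut at about 52% in these data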;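 note: 0% = DMSO treated cells and 100% = cells given Gossypol at 36 µM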
# TWEAK Fn14 block = TWEAK-Fn14 signaling inhibition; TWEAK-stimulated Fn14 reporter cells, luciferase luminescence, 8 h; inhibition, % at 10 µM; hit rate 2% among 360,000; AID 1159606; in the data active = inhibition above about 50%
# TROY NFkB inh = TROY signaling inhibition | hit rate 0.98% among 360,000 | AID 1347056 | Q293 LMP1-TROYcd NF-kB luciferase reporter, 4 h | inhibition, % at 10 µM;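 active = compounds whose plate-normalised and pattern-corrected inhibition of the luciferase reporter signal at the single screening dose is 50% or more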
# * hit, by the source's call; / = no result given.
SMILES,NR5A2 inv ag,NCOA1 inh,C8 TRAIL sens,NR2F2 inh,KKLEB cytotox,EBV LMP1 NFkB,SRC3 inh,CF NFkB inh,SRC2 inh,TWEAK Fn14 block,TROY NFkB inh
CCOC(=O)c1c(C)[nH]c(C(=O)COC(=O)CCSc2ccccc2)c1C,-23,-33,-5,-15,-2,-26,-28,-4,-41,-47,5
Cc1ccc(C2C=C(c3ccc4c(c3)OCO4)Nc3ncnn32)cc1 (stereo not drawn),0,1,2,2,12,-1,-3,-25,-11,28,/
O=C(N/C(=C/C=C\c1ccccc1)C(=O)N1CCOCC1)c1ccc(Br)cc1,22,8,-2,-8,8,8,12,-17,16,-9,-1
COc1ccc(-c2ccc(SCC(=O)Nc3nnc(C)s3)nn2)cc1,-31,-26,55*,-16,-13,-12,-60,3,-64,-22,-74
CCC(=O)Nc1nnc(S(=O)(=O)N(CC(C)C)c2ccccc2)s1,4,11,-10,-3,-6,-5,4,2,-6,-1,2
CCCc1nn2c(=O)cc(CSCC(=O)Nc3cccc(OC)c3)nc2s1,19,-4,6,-5,11,-1,-6,-6,-2,-3,-10
CCOc1ccc(CNS(=O)(=O)c2cc(CN3C(=O)c4cccnc4C3=O)ccc2OC)cc1,-5,-4,-7,19,13,-7,6,2,19,-9,-5
CC(=O)Nc1ccc(NCC(O)COc2ccccc2)cc1 (stereo not drawn),6,-8,0,-2,2,-6,4,11,-3,12,-13
CC(=O)NC1C2CN3CCN(C2)CC1(Cc1ccccc1)C3 (stereo not drawn),8,4,-4,-5,10,-6,-12,0,-13,-3,1
COc1ccc(C(=O)Nc2cccc(NC(C)=O)c2)cc1,-7,-17,13,-26,-2,/,-33,2,-32,-5,-40
CCOC(=O)N1CCN(C(=O)COc2ccc(Cl)c(C)c2)CC1,-1,-12,-2,-8,-1,-5,14,-14,2,-6,0
COc1ccc(/C(C)=N/NC(=O)CNC(=O)c2ccncc2)cc1,-4,11,-5,-1,-2,0,-7,-9,-19,-9,13
O=C(CCCOc1ccccc1)N1CCN(S(=O)(=O)c2ccccc2)CC1,5,-24,-11,1,28,-3,-13,-49,1,-1,-38
CC(C)c1ccc(CN2CCN(C(=O)CCl)CC2)cc1,21,8,11,10,-8,9,19,26,21,7,-28
COc1ccc(CNCc2ccncc2)c(OC)c1,19,-4,3,-1,-1,8,-2,-5,-9,-11,20
NNC(=S)NCCc1ccccc1,3,-62,1,-4,-3,-1,3,-1,1,-7,-41
O=C(CCl)Nc1cc(S(=O)(=O)N2CCOCC2)ccc1N1CCOCC1,-5,-12,-2,2,0,-4,-1,19,-13,-15,-13
CC1CCCN(S(=O)(=O)c2ccc3c(c2)CCN3C(=O)C2CCC2)C1 (stereo not drawn),2,-10,-1,-2,-10,1,14,11,4,-2,2
Cc1ccc(S(=O)(=O)NC2CCCCC2)cc1C(=O)N1CCC(C(N)=O)CC1,14,-14,-3,7,0,3,-10,0,-29,4,5
COC(=O)c1ccccc1NC(=O)C1CCN(S(=O)(=O)c2cc(OC)ccc2OC)CC1,-4,16,-6,1,0,7,8,3,5,-3,-1

# Compound profiles, from the list above. Values in the order: NR5A2 inv ag, NCOA1 inh, C8 TRAIL sens, NR2F2 inh, KKLEB cytotox, EBV LMP1 NFkB, SRC3 inh, CF NFkB inh, SRC2 inh, TWEAK Fn14 block, TROY NFkB inh
# NNC(=S)NCCc1ccccc1 is listed as 3, -62, 1, -4, -3, -1, 3, -1, 1, -7, -41
# Cc1ccc(S(=O)(=O)NC2CCCCC2)cc1C(=O)N1CCC(C(N)=O)CC1 is listed as 14, -14, -3, 7, 0, 3, -10, 0, -29, 4, 5
# COc1ccc(CNCc2ccncc2)c(OC)c1 is listed as 19, -4, 3, -1, -1, 8, -2, -5, -9, -11, 20

# (further entries)
SMILES,NR5A2 inv ag,NCOA1 inh,C8 TRAIL sens,NR2F2 inh,KKLEB cytotox,EBV LMP1 NFkB,SRC3 inh,CF NFkB inh,SRC2 inh,TWEAK Fn14 block,TROY NFkB inh
CN(C)c1nnnn1Cc1ccccc1,11,3,-2,-5,-6,0,1,0,2,-8,7
Cc1ccccc1-c1nc(P(=O)(c2ccccc2)c2ccccc2)c(N2CCOCC2)o1,28,10,-6,15,2,-7,18,0,6,-22,34
O=S(=O)(NCc1ccc(F)cc1)c1ccc2c(c1)OCCO2,-2,-1,-9,4,-3,1,16,6,-26,8,15
CCC(C)(C)n1nnnc1C(c1ccccn1)N1CCN(c2cccc(OC)c2)CC1 (stereo not drawn),13,0,-1,4,7,1,-14,-2,-17,6,/
Cc1ccc(OCC(=O)NN=C2C3CC4CC(C3)CC2C4)cc1,2,-8,-15,-9,-7,4,2,2,3,-12,-2
Cc1ccc(C2(c3ccccc3)NC(=O)N(CC(=O)NC3(C#N)CCCC3)C2=O)cc1C (stereo not drawn),-10,-3,-4,-4,4,-2,7,-10,-17,3,-6
O=C(Cc1ccc(Cl)cc1)Nc1ccccc1C(=O)Nc1ccc(C(=O)O)cc1,-17,4,-8,4,-4,-3,1,14,2,-2,-2
Cn1c(=O)c2ncn(CC(=O)NCCC3=CCCCC3)c2n(C)c1=O,14,-10,-6,-4,-5,-3,-1,11,1,0,12
COc1ccccc1N1CCN(C(=O)c2ccc(N(C)S(=O)(=O)c3ccccc3)cc2)CC1,13,-17,-4,21,-2,7,22,7,1,-2,1
CCOC(=O)c1sc(NC(=O)Cn2nnc3sc4c(c3c2=O)CCC(C(C)(C)C)C4)nc1C (stereo not drawn),-6,6,25,11,3,-7,3,20,-8,-26,-15
CC(C)N(CCCNC(=O)CC1Oc2ccccc2NC1=O)Cc1ccccc1 (stereo not drawn),3,5,2,-13,-4,3,1,2,8,11,4
O=C(c1ccc(F)cc1F)N1CCN(S(=O)(=O)c2ccc3c(c2)OCCO3)CC1,5,6,1,15,14,12,-1,-1,30,8,12
CCCCCCCCNCCS(=O)(=O)NC1CCCCC1,0,-2,-3,1,-20,2,2,22,-4,-15,2
CC(C)(CS(=O)(=O)[O-])NC(=O)CC[N+](C)(C)CCO,11,0,-9,-5,0,-3,2,-9,-7,9,4
CC(=O)Nc1cccc(NC(=O)c2cc(C)on2)c1,-15,-7,-9,-8,-12,-10,-21,3,-26,-5,-7
Cc1ccsc1C1Nc2ccc3ncccc3c2C2=C1C(=O)CC(C)(C)C2 (stereo not drawn),5,15,-10,-21,-26,5,-8,20,3,23,17
Cc1ccc2nc(-c3ccc(NC(=O)CSCC(=O)O)cc3)sc2c1,-140,-131,44,-41,8,-31,-82,-15,-46,0,-18
CCOc1ccc(/C=C/C(=O)N(CC)CC(=O)Nc2c(F)cccc2F)cc1OC,14,3,-2,-7,-10,-1,-5,14,11,-1,-2
CN(Cc1ccc(OC(F)F)cc1)C(=O)c1ccc2c(=O)n3c(nc2c1)CCC3,-18,-1,3,5,11,2,3,-20,13,-2,1
CCCc1cc(=O)[nH]c(SCC(=O)N2CC3(C)CC2CC(C)(C)C3)n1 (stereo not drawn),23,-11,3,7,-49,4,27,6,-8,1,0
COc1cc(C2NC(=O)NC(C)=C2C(=O)OC(C)C)ccc1OC(=O)c1ccco1 (stereo not drawn),3,6,15,-13,-1,-2,-5,20,-10,-5,10
Cc1nc2ccccn2c1C(=O)C(=O)Nc1cc(F)ccc1F,-20,-29,1,5,-2,-3,-10,0,-11,-4,-13
O=C(NC1CCN(Cc2ccccc2)CC1)C1CCCN(S(=O)(=O)c2cccc3nonc23)C1 (stereo not drawn),0,12,-5,8,2,2,17,0,11,23,1
O=C(/C=C/c1ccc(Cl)cc1Cl)NCc1ccncc1,-23,-18,0,-3,2,-3,-34,-6,-1,-19,-28
COC(=O)CNC(=O)c1ccc(OC2CCN(C(=O)C3CC3)CC2)cc1,-10,-11,-45,3,10,-7,6,7,-23,-17,3
CCOc1ccc(C(=O)CC(=O)C(=O)NCCc2ccc(OC)c(OC)c2)cc1,-10,0,-17,-11,8,2,22,-1,25,1,-30
O=C(O)c1cccc(S(=O)(=O)NNc2ccccc2C(F)(F)F)c1,9,-8,7,-1,0,-4,11,-1,-14,-9,4
CC1(C)N(O)CC(c2cccs2)=[N+]1[O-],-8,-9,-2,-17,23,23,0,-4,2,7,-6

# Random excerpt: 4 entries already listed.
SMILES,NR5A2 inv ag,NCOA1 inh,C8 TRAIL sens,NR2F2 inh,KKLEB cytotox,EBV LMP1 NFkB,SRC3 inh,CF NFkB inh,SRC2 inh,TWEAK Fn14 block,TROY NFkB inh
CCC(=O)Nc1nnc(S(=O)(=O)N(CC(C)C)c2ccccc2)s1,4,11,-10,-3,-6,-5,4,2,-6,-1,2
O=C(NC1CCN(Cc2ccccc2)CC1)C1CCCN(S(=O)(=O)c2cccc3nonc23)C1 (stereo not drawn),0,12,-5,8,2,2,17,0,11,23,1
CCCCCCCCNCCS(=O)(=O)NC1CCCCC1,0,-2,-3,1,-20,2,2,22,-4,-15,2
Cc1ccc(OCC(=O)NN=C2C3CC4CC(C3)CC2C4)cc1,2,-8,-15,-9,-7,4,2,2,3,-12,-2
